PKA-R2B activ = activators of human PKA-R2B complex. P22694+P31323. PKA-R2B holoenzyme dissociation, Cy5-IP20 fluorescence polarization; R2B truncated from residue 108, S112A mutant; 0% DMSO only, 100% 113 µM cGMP. activation, % at 11.4 µM. 340,000 tested, 0.079% active;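 active means activation above a cutoff set at the mean over all compounds plus 3 SD, cut at about 18% in these data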;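 further: higher means more holoenzyme dissociation and a rise in polarization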
Arrestin-AP2 inh = inhibitors of human beta-arrestin and AP2 interaction. FITC-arrestin peptide / GST-AP2 beads, flow cytometry; AP2 beta2 appendage carries R879A mutation. inhibition, % at 10 µM. 340,000 tested, 0.31% active;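 active means inhibition above a set limit, near 3 SD of compounds lacking own fluorescence, cut at about 54% in these data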;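 further: plate controls were DMSO wells for no effect and 5 µM unlabelled arrestin peptide for full effect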
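System: GST-tagged AP2 beta2-adaptin appendage (R879A) on 4 µm glutathione beads / Reagent: FITC-arrestin peptide, 50 nM / Detection: HyperCyt-sampled flow cytometry, FL1 channel, ex 488/em 535 nm / Timing: 12 min plus 1 h, RT / Buffer or medium: PBS plus Tween 20 (0.05%) and BSA (0.1%)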
V-ATPase pH = yeast V-ATPase proton transport regulation by pHLuorin. S. cerevisiae, pHLuorin cytosolic pH fluorescence. response, % at 10 µM. 350,000 tested, 0.37% active; in the data active means response mostly above about 7.3%, no sharp cut-off; inactive means mostly below about 5.4%; further: actives read high; inactives centre near 0; some compounds called inactive have numbers as strong as hits; reference of the scale not given here
HTR5A ag ctr = activates human HTR5A in OPRM1-OPRD1 agonist counter-screen. P47898. activation, % at 9.3 µM. HTR5A agonist assay, luminescence, cell-based. 340,000 tested, 0.61% active; in the data active means activation mostly above about 9.5%, no sharp cut-off; inactive means mostly below about 7.6%;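 further: 0% = cells with vehicle only and 100% = reference agonist; strong numbers were not always called active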
Target sequence (P47898 whole entry, looked up): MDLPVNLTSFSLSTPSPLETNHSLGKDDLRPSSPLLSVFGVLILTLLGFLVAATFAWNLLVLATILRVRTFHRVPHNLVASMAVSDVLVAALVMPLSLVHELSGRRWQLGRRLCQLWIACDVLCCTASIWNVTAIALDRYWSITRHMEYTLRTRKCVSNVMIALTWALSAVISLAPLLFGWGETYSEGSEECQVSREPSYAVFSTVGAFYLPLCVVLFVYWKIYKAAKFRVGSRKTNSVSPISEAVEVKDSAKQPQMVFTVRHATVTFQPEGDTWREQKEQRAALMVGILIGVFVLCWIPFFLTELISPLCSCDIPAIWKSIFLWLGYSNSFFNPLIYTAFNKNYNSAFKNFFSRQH
HTR5A inv ag = inverse agonist of human HTR5A in OPRM1-OPRD1 counter-screen. 340,000 tested, 0.083% active. HTR5A cell line, luminescence, inverse agonism. inhibition, % at 9.3 µM; in the data active means inhibition mostly above about 23%, no sharp cut-off; inactive means mostly below about 18%;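 further: 0% = cells with DMSO and 100% = no-cell wells with DMSO; some compounds called inactive have numbers as strong as hits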
DSG3 Ab inh = human desmoglein-3 autoantibody binding inhibition. binding (percent of control), % at 10 µM. 310,000 tested, 0.48% active. DSG3-coupled beads, scFv-anti-DSG3-GFP binding, flow cytometry; stronger effect = lower value. P32926;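 active means binding more than 3 SD below its plate's average and above zero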;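 further: hits lower antibody fragment binding to DSG3; some compounds called inactive have numbers as strong as hits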
DAGLB inh = diacylglycerol lipase beta (human) inhibition; Q8NCG7; HEK293T DAGLB membrane lysate, EnzChek fluorogenic substrate; inhibition, % at 5.17 µM; 340,000 tested, 0.059% active; AID 504411; in the data active means inhibition above about 34%;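 further: 0% = enzyme with vehicle and 100% = wells lacking enzyme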
Target sequence (Q8NCG7 whole entry, looked up): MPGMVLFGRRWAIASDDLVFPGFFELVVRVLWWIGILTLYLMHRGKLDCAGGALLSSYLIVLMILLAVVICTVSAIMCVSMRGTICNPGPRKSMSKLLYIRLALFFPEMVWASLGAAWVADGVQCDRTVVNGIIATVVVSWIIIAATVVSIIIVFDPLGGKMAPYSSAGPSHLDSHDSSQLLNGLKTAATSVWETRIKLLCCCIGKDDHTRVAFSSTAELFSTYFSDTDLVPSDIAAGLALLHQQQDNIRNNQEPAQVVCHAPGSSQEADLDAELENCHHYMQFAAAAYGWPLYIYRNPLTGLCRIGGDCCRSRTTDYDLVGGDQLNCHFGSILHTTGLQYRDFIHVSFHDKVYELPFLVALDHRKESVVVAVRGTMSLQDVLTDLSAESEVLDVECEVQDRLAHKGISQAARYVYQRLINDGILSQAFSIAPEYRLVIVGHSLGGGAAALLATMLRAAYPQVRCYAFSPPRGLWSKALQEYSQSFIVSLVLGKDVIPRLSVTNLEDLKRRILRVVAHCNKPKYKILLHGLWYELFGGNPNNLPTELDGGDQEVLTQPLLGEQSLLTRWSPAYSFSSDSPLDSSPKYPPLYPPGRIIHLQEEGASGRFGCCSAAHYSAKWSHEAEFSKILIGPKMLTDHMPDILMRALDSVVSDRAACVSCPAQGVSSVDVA
PKA-R1A act = activators of PKA-R1A complex; P00514+P68181; activation, % at 11.4 µM; 340,000 tested, 0.083% active; PKA-R1A dissociation, Cy5-IP20 fluorescence polarization; scaled: DMSO 0%, 113 µM cGMP 100%;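 active means percent activation above the mean of all tested compounds plus 3 SD, cut at about 19% in these data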;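 further: higher means more PKAc released from R1A so a rise in polarization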
MOR-DOR inv ag = inverse agonists of human mu-delta opioid receptor heterodimerization; cell-based MOR-DOR heterodimer luminescence, inverse agonism; inhibition, % at 9.3 µM; 340,000 tested, 0.21% active; in the data active means inhibition above about 22%, passing the limit was not always enough;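 further: 0% = cells with DMSO and 100% = wells without cells with DMSO; values of inactives mirror those of a sister screen read the other way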
OPRM1-OPRD1 ag = OPRM1-OPRD1 heterodimerization agonism. P35372+P41143. 340,000 tested, 0.3% active. cells, luminescence. activation, % at 9.3 µM; in the data active means activation above about 18%;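 further: 0% = vehicle-treated cells and 100% = reference agonist; values of inactives mirror those of a sister screen read the other way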
* marks the source's active call; other numbers are inactive results; x = no result given.

SMILES | PKA-R2B activ | Arrestin-AP2 inh | V-ATPase pH | HTR5A ag ctr | HTR5A inv ag | DSG3 Ab inh | DAGLB inh | PKA-R1A act | MOR-DOR inv ag | OPRM1-OPRD1 ag
COc1ccc(-c2c(-c3ccccc3)c(C(=O)C(=O)NCCCN(C)C)n3ccc4cc(OC)c(OC)cc4c23)cc1OC | -11 | 2 | 0 | 3 | -12 | 102 | -6 | 4 | 4 | -0.8
N#Cc1ccc(NC(=O)COC(=O)c2cccnc2Cl)cc1 | -3 | 32 | -2 | 3 | -7 | 94 | 1 | -5 | 7 | -1.8
Cc1onc(-c2ccccc2)c1-c1nnc(CN2CCN(S(=O)(=O)c3ccccc3)CC2)o1 | -5 | 53 | 1 | -3 | -11 | 106 | -1 | 8 | 3 | -0.6
CCSc1nnc(CCNC(=O)OC(C)(C)C)o1 | 2 | 7 | -2 | -2 | 10 | 94 | 1 | 1 | 12 | -2.3
Cc1c(OC(C)C(=O)NCCCn2ccnc2)ccc2c3c(c(=O)oc12)CCC3 (configuration not stated) | -1 | 42 | -1 | 2 | -16 | 98 | 4 | -5 | 9 | -1.8
CC(C)(C)n1ncc2c(=O)n(CC(=O)NCc3ccc(F)cc3)cnc21 | -6 | -4 | 2 | -3 | 7 | 103 | -3 | -4 | 7 | -1.2
CCOc1cccc2cc(C(=O)NCc3ccccc3Cl)c(=O)oc12 | -3 | -9 | 2 | -3 | 10 | 88 | -3 | -2 | 15 | -3.2
N#CCCCC#Cc1ccc2c(c1)COc1c3ccccc3nn1-2 | 1 | -5 | 3 | 9 | -28 | 98 | -7 | -6 | 7 | -1.2
COc1ccc2c(c1)[nH]c1c(=O)n(CCN(C)C)cnc12 | 0 | 12 | -3 | 4 | 13 | 100 | 0 | -1 | 7 | -1.2
O=C(CCNS(=O)(=O)c1ccccc1C(F)(F)F)NCc1ccc2c(c1)OCO2 | -4 | 15 | 3 | -3 | 24 | 103 | 0 | -7 | 17 | -3.3
Cc1ccc(NC(=O)c2n[nH]c(=O)c3ccccc23)cc1S(=O)(=O)N1CCOCC1 | 0 | 10 | 4 | 4 | -17 | x | 0 | 2 | 8 | -1.7
Cc1nnc(SCC(=O)NCc2ccc(Cl)cc2)[nH]c1=O | -12 | 11 | 2 | 0 | -17 | 105 | -3 | -3 | 0 | 0.0
CC(=O)OC1CCC2C3CCc4cc(OP(=O)(N5CC5)N5CC5)ccc4C3CCC12C (configuration not stated) | 10 | x | 0 | x | x | 108 | -1 | 14 | x | x
COc1ccc(Cl)cc1S(=O)(=O)N1CCC(C(=O)N2CCOCC2)CC1 | 6 | 0 | -4 | 4 | -26 | 105 | 0 | 4 | 9 | -1.7
CCOc1ccccc1N1CCN(C(=O)c2cc(S(=O)(=O)N(C)C)ccc2N2CCCC2)CC1 | 7 | 11 | -4 | 3 | 7 | 102 | 1 | 8 | 5 | -1.2
Cn1nc(C(=O)Nc2nnc(C3CC3)s2)c2ccccc2c1=O | -4 | 1 | -3 | -2 | -17 | 100 | 1 | -2 | 10 | -1.9
CC(C)c1ccc(-c2csc3nc[nH]c(=O)c23)cc1 | -1 | 6 | -1 | 4 | -13 | 121 | -1 | -8 | -26 | 5.5
O=C(C[n+]1cccc(O)c1)NCc1ccc(Cl)cc1 | -1 | 10 | 2 | 8 | -30 | 111 | -4 | -4 | 7 | -1.5
COc1cccc(/C=C2\Oc3cc(OCC(=O)N4CCCC4)ccc3C2=O)c1OC | -4 | 9 | 2 | -3 | 11 | 104 | 0 | -5 | -5 | 1.0
COc1ccccc1N(C)S(=O)(=O)c1ccc(C(=O)OCC(=O)N2CCC2)cc1 | -7 | -18 | 0 | -3 | 9 | 106 | 2 | -7 | 11 | -1.9
CCn1c2ccccc2c2cc(NC(=O)CN(C)CC(=O)Nc3ccc(N4CCOCC4)cc3)ccc21 | -6 | 5 | 2 | -7 | 19 | 102 | 5 | -10 | 13 | -2.7
Cc1ccc(N(CC(=O)Nc2ccc(F)c(Cl)c2)S(=O)(=O)c2c(C)noc2C)cc1 | 4 | -1 | 1 | 2 | -15 | 94 | -8 | -2 | -16 | 2.7
O=C(C1CC(=O)N(c2ccccc2)C1)N1CCN(c2ccccc2)CC1 (configuration not stated) | 0 | 5 | -1 | 4 | -14 | 124 | -1 | 9 | 15 | -2.7
CC(C)(C)OC(=O)NCCCCCc1cn(CC(=O)NCCCCCCCCCCC(=O)N2CCN(C(=O)OC(C)(C)C)CC2)nn1 | -2 | 8 | -4 | 1 | 7 | 99 | 0 | 6 | -7 | 1.2
CC(C)Oc1ccc(Cn2c(=O)sc3ccccc32)cc1 | 5 | -8 | -1 | 1 | -1 | x | -8 | -4 | -21 | 5.1

Remaining list, next part
SMILES | PKA-R2B activ | Arrestin-AP2 inh | V-ATPase pH | HTR5A ag ctr | HTR5A inv ag | DSG3 Ab inh | DAGLB inh | PKA-R1A act | MOR-DOR inv ag | OPRM1-OPRD1 ag
CSc1ccc(CN2CCC(n3nccc3NC(=O)c3ccccc3C)CC2)cc1 | 10 | 10 | -2 | 3 | 6 | 104 | -1 | 2 | -11 | 2.0
Cc1ccc(C(=O)N2CCN(c3ccccn3)CC2)cc1 | 8 | -2 | 2 | -2 | -24 | 102 | -5 | -9 | -4 | 0.7
COc1ccc(NC(=O)CSCc2cc(=O)n3c(C)csc3n2)cc1 | -5 | 14 | -3 | 3 | 0 | 97 | 3 | -16 | 0 | 0.0
Cc1ccc(C)c(NC(=O)c2ccc(OCc3c(C)noc3C)cc2)c1 | -6 | 26 | 0 | -3 | 8 | 103 | 0 | 0 | 16 | -4.2
O=S(=O)(CCc1ccncc1)C1Cc2cccc3cccc1c23 (configuration not stated) | -7 | -7 | 1 | -4 | -17 | 102 | -7 | 4 | 16 | -3.1
CCOC(=O)/C=C1\SCC(=O)N1CC(=O)NC(c1ccccc1)c1ccccc1 | 1 | 6 | 1 | -2 | -2 | 122 | -2 | -1 | 13 | -2.4
COc1cc(C=O)ccc1OCCOCCOc1ccccc1Cl | 0 | -3 | -4 | -5 | -2 | x | -3 | 8 | -1 | 0.2
O=C(O)COc1ccc(-c2nnn(CC(=O)O)n2)cc1 | -5 | -6 | -2 | 3 | -10 | 98 | 2 | 0 | 6 | -1.1
O=C(C1CCN(Cc2cccs2)CC1)N1CCN(Cc2ccc3c(c2)OCO3)CC1 | -10 | -11 | -1 | -1 | 2 | 96 | 0 | -2 | 0 | 0.0
O=C(N/N=C/c1cccnc1)c1ccccc1 | -12 | 12 | 3 | -5 | 20 | 97 | -1 | -8 | 7 | -1.4
CCc1ccc2c(c1)C(c1ccc([N+](=O)[O-])cc1)=NNC(c1ccc(Br)cc1)=N2 | 2 | -4 | 2 | 4 | 1 | 121 | -3 | 4 | -8 | 1.5
NNC(=O)CCn1nnc2ccccc21 | -1 | 0 | 1 | 6 | -42 | x | 2 | -11 | 12 | -2.5
Cc1cc(C)cc(NC(=O)C2CCN(S(=O)(=O)c3ccc4[nH]c(=O)ccc4c3)CC2)c1 | 4 | 9 | -1 | -1 | -28 | 92 | 0 | -6 | 4 | -0.6
Cc1ccc(NC(=O)C2=CN3CCS(=O)(=O)N=C3C=C2)cc1 | -2 | -14 | 5 | -2 | 6 | 95 | 0 | -11 | 13 | -2.7
O=C(Cc1ccc(Cl)cc1)Nc1ccc(NC(=O)c2ccccc2)cc1 | 1 | -1 | -1 | 0 | 1 | 83 | -4 | 1 | -26 | 4.4
CCCc1cc(=O)[nH]c(SCC(=O)Nc2cc(S(=O)(=O)N(CC)c3ccccc3)ccc2Cl)n1 | -9 | 4 | -1 | 4 | -10 | x | 3 | -16 | 6 | -1.4
N#Cc1c(Cl)nsc1NC(=O)c1ccccc1 | 0 | 16 | -2 | 0 | 4 | 101 | 3 | -7 | 8 | -1.6
CN1C(=O)c2ccccc2C(C(=O)NCCCN2CCCC2)C1c1c[nH]c2ccccc12 (configuration not stated) | -4 | -6 | 1 | -2 | 4 | x | -1 | -18 | 6 | -1.4
CCOC(=O)c1cnc2c(C)c(-c3ccccc3)[nH]n2c1=O | -3 | -43 | -3 | 6 | -15 | 100 | 2 | -5 | 14 | -2.8
CCC(=O)OCCNc1cc(Sc2nc3ccccc3[nH]2)c2nonc2c1[N+](=O)[O-] | -4 | 8 | -1 | -10 | -9 | 104 | 0 | -12 | 43* | -8.3
Cc1ccc(-c2nn3c(C)nnc3s2)cc1N | -1 | -4 | 2 | 6 | -18 | 102 | 0 | -1 | 11 | -2.1
Cc1ccccc1Cn1c(=O)n(CCCC(=O)NCc2ccco2)c(=O)c2ccccc21 | 4 | -7 | 4 | 0 | 0 | 100 | -2 | 2 | 7 | -1.7
CCN(CC)C(=O)CN1C(=O)C2(OCC(C)(C)CO2)c2ccccc21 | -2 | -3 | 3 | 1 | 9 | 103 | -4 | -1 | 4 | -1.0
COc1ccc(C2CC(=O)C(C=NCCCN3CCOCC3)=C(O)C2)cc1 (configuration not stated) | -8 | 25 | 3 | -1 | -35 | 104 | 0 | -3 | 10 | -1.9
Cc1nc(Sc2ccc(Br)cc2)c(C#N)c(C)c1[N+](=O)[O-] | -6 | 10 | -2 | 4 | -33 | 107 | -18 | -8 | 4 | -0.8

More entries.
SMILES | PKA-R2B activ | Arrestin-AP2 inh | V-ATPase pH | HTR5A ag ctr | HTR5A inv ag | DSG3 Ab inh | DAGLB inh | PKA-R1A act | MOR-DOR inv ag | OPRM1-OPRD1 ag
CCOCCCNC(=O)C(c1ccc(OC)cc1)N(Cc1ccc2c(c1)OCO2)C(=O)c1ccccn1 (configuration not stated) | 4 | 6 | 1 | 0 | 1 | 101 | 1 | 6 | 6 | -1.2
CCCCNC(=O)NNC(=O)c1ccoc1C | 6 | 6 | -1 | 5 | -4 | 108 | -1 | 6 | 7 | -1.7
CSC1=N/C(=C\c2ccc(Br)o2)C(=O)S1 | 0 | -8 | -4 | -5 | -4 | x | -3 | -1 | -8 | 1.8
O=C(NC1CCCN(Cc2ccc(Cl)cc2)C1)c1cnc2ccccn2c1=O (configuration not stated) | -1 | 3 | 1 | -1 | 12 | 122 | 0 | -3 | 7 | -1.3
CCOC(=O)Cn1cnc2c(C#N)c3n(c2c1=O)CCCCC3 | -13 | -2 | -2 | -4 | 11 | x | -2 | -9 | 9 | -2.2
Cc1ccc(OC(C)C(=O)O)cc1C (configuration not stated) | -15 | 6 | 20 | 3 | 12 | x | -1 | 2 | 1 | -0.2
Cc1cccc(N=Cc2c(O)cc(C)oc2=O)c1 | -7 | 34 | -1 | -1 | -1 | 105 | -1 | 7 | 9 | -1.8
CCN(CC)C(=O)[C@H]1C[C@H](CC(=O)NCC23CC4CC(CC(C4)C2)C3)C(=O)N2CCc3c([nH]c4cc(CCC(=O)N(C)C)ccc34)[C@]12C | -6 | -10 | 0 | -2 | 7 | 104 | 1 | -2 | 14 | -2.7

Screening data deposited in PubChem BioAssay by several laboratories.
